GSH fluor: compound fluorescence on glutathione beads, profiling panel, artefact control, biophysical, 488/530 nm, flow cytometry | GSH beads flow cytometry, compound fluorescence 488/530 nm; hits give high values | fluorescence (KMESF) at 10 µM | actives 0.25% (n = 190,000); in the data active means fluorescence above about 89;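 further: glutathione beads carrying GST-tagged Bcl family fusion proteins plus one bare bead set; values are compound well signal with DMSO vehicle wells as background; inactives centre near 16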
Rab2 wt GTP: modulators of GTP binding to Rab2A wildtype, primary screen, biochemical, dog, bead-based flow cytometry, multiplex; Ras-related protein Rab-2A (Canis lupus familiaris), P61105; GST-Rab2 wt beads, Bodipy-GTP binding; GTP binding activity, % at 10 µM; actives 0.19% (n = 190,000); AID 760, 2007;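 active means GTP binding activity at least 20 points away from 100%, either lowered or raised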;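 further: 0% = beads with excess unlabeled GTP and 100% = no-compound control corrected for plate trend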
Rac1 act GTP bind: GTP binding modulators of activated mutant Rac1, primary screen, biochemical, bead-based flow cytometry, multiplex, fluorescent GTP. Ras-related C3 botulinum toxin substrate 1 (Homo sapiens), P63000. GST-Rac1 activated beads; actives lie on both sides; 100% means binding = to untreated wells. percent activity (GTP binding), % at 10 µM. actives 0.11% (n = 190,000);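 active means GTP binding at least 20 percentage points away from the 100% baseline, in either direction, so actives lie on both sides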
HRas wt GTP bind: modulators of GTP binding to HRas wildtype, primary screen, biochemical, bead-based flow cytometry, multiplex. AID 759, 2007. GST-Ras wt beads, Bodipy-FL-GTP binding; actives lie on both sides. actives 0.14% (n = 190,000). GTP binding activity, % at 10 µM. GTPase HRas (Homo sapiens), P01112;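 active means GTP binding activity at least 20% away from the 100% baseline, either lowered as inhibitor or raised as activator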;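 further: 0% = unlabeled GTP competition control and 100% = no-compound control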
Target sequence (P01112 whole entry, looked up): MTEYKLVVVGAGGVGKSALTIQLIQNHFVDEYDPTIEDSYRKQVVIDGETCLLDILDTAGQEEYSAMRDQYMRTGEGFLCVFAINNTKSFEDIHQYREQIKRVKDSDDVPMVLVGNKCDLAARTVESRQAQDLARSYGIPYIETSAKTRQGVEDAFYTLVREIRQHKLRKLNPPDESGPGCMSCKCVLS
Mcl1 Bid PPI: Mcl-1/Bid binding inhibitors, primary screen, biochemical, TR-FRET, 1536-well | Induced myeloid leukemia cell differentiation protein Mcl-1 (Homo sapiens), Q07820 | TR-FRET Mcl-1/Bid-Dy647 peptide binding | actives 0.97% (n = 220,000) | inhibition, % at 21.7 µM;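 active means compounds that cut the binding signal by more than half at the single screening dose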;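 further: His-tagged Mcl-1 with europium anti-His antibody binding Bid BH3 peptide; 0% = Mcl-1 plus peptide wells and 100% = peptide-only wells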
Target sequence (Q07820 whole entry, looked up): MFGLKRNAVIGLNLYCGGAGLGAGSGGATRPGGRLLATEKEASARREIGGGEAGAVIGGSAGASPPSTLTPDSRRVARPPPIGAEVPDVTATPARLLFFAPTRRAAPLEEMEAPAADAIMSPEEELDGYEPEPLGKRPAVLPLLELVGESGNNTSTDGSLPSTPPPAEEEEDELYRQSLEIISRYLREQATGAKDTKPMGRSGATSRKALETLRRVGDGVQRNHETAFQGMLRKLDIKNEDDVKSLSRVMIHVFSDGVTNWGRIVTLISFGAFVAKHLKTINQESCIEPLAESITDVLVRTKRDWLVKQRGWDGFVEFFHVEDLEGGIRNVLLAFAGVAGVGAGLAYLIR
Rab7 wt GTP bind: modulators of GTP binding to Rab7, primary screen, biochemical, wildtype, multiplex bead flow cytometry. Rab7 GTPase wild type (dog), Bodipy-FL-GTP binding. GST-Rab7 beads, fluorescent GTP binding; actives lie on both sides; untreated = 100%, excess cold GTP = 0%. GTP binding activity (percent of control), % at 10 µM. actives 0.055% (n = 190,000);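 active means fluorescent GTP binding to Rab7 beads changed by at least 20 points from the 100% baseline, either direction, mostly lower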;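 further: median green fluorescence of bound Bodipy-FL-GTP per Rab7 bead population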
Pf gamet viab: late stage P. falciparum gametocyte viability inhibitors, primary screen, ATP luminescence, HTS; actives 0.065% (n = 150,000); AID 743093, 2013; inhibition, % at 10.9 µM; P. falciparum stage V gametocytes, 24 h;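 active means inhibition above the mean plus 3 SD of compounds within the control limits, set per campaign, cut at about 38% in these data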;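 further: 0% = DMSO wells and 100% = medium only without gametocytes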
Cdc42 wt: modulators of GTP binding to wildtype Cdc42, primary screen, biochemical, multiplex bead flow cytometry, Bodipy-GTP | Cell division control protein 42 homolog (Homo sapiens), P60953 | GST-Cdc42 beads; actives lie on both sides | percent activity (GTP binding), % at 10 µM | actives 0.2% (n = 190,000) | AID 761, 2007;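 active means percent activity GTP binding at least 20 points away from the 100% baseline, either down as inhibitor or up as activator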;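 further: median bead fluorescence of bound Bodipy-FL-GTP at 100 nM; 0% = excess unlabeled GTP control and 100% = no compound control; below 100% means less GTP binding so inhibitor and above means activator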
Target sequence (P60953 whole entry, looked up): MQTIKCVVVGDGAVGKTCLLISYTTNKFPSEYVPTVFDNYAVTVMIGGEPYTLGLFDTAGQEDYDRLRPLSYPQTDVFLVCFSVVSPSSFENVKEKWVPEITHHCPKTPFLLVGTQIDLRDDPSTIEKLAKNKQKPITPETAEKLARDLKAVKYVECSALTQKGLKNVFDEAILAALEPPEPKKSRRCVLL
Avidin fluor: green autofluorescence of compounds with avidin beads – biophysical, 488/530 nm, flow cytometry, artefact control, profiling panel; compound fluorescence 488/530 nm; hits give high values; fluorescence (KMESF) at 10 µM; actives 0.38% (n = 220,000); AID 1775, 2009; in the data active means fluorescence above about 47; further: inactives centre near 10
Mcl1 Noxa PPI: Mcl-1/Noxa binding inhibitors, primary screen, biochemical, TR-FRET, 1536-well; Induced myeloid leukemia cell differentiation protein Mcl-1 (Homo sapiens), Q07820; TR-FRET Mcl-1/Noxa peptide binding, 2 h; inhibition, % at 21.7 µM; actives 1.5% (n = 220,000); AID 1022, 2008;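 active means compounds that cut the protein-peptide binding signal by more than 50% relative to plate controls in a single-dose test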;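 further: His-tagged Mcl-1 with rhodamine Noxa BH3 peptide and terbium anti-His antibody; 0% = Mcl-1 plus Noxa peptide wells and 100% = peptide-only wells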
Rac1 wt modul: wildtype Rac1 GTP binding modulators, primary screen, biochemical, GST-Rac1 beads, flow cytometry, multiplex; Ras-related C3 botulinum toxin substrate 1 (Homo sapiens), P63000; fluorescent GTP binding; actives lie on both sides; 0 = cold GTP competed, 100 = untreated; GTP binding activity (% of control), % at 10 µM; actives 0.27% (n = 190,000); AID 757, 2007;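 active means GTP binding activity at least 20 points away from the 100% control level, either lower or higher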
* hit, by the source's call; · = no result given.

SMILES | GSH fluor | Rab2 wt GTP | Rac1 act GTP bind | HRas wt GTP bind | Mcl1 Bid PPI | Rab7 wt GTP bind | Pf gamet viab | Cdc42 wt | Avidin fluor | Mcl1 Noxa PPI | Rac1 wt modul
CCOC(=O)CSc1nnc2cc(C)c3ccccc3n12 | 28 | 101 | 100 | 99 | 2 | 100 | · | 101 | 5 | 3 | 102
CCn1cc(C(=O)NCCCN2CCC(C)CC2)c2cc(OC)c(OC)cc2c1=O | 24 | 98 | 98 | 99 | -19 | 97 | · | 100 | 7 | 1 | 102
O=C1c2cccc3cccc(c23)C(=O)N1CCN1CCN(CC(O)COCc2ccc(Cl)cc2)CC1 (stereo not given) | 8 | 100 | 98 | 101 | 16 | 98 | · | 104 | 4 | 35 | 104
[N-]=[N+]=CC(=O)c1ccnc(C(=O)C=[N+]=[N-])c1 | 42 | 96 | 96 | 97 | -18 | 95 | · | 96 | 7 | 17 | 97
CCOc1ccccc1NC(=O)c1cnc2n(c1=O)CCS2 | 26 | 95 | 94 | 97 | 8 | 98 | · | 97 | 37 | 8 | 99
CCOC(=O)c1c(NC(=O)Cn2nnc(-c3ccc(Cl)cc3)n2)sc(CC)c1C | 15 | 97 | 98 | 98 | -31 | 96 | · | 99 | 4 | -11 | 98
CCOCCCNC(=S)NCCCNc1nc2ccc(C)cc2cc1C#N | 15 | 98 | 98 | 100 | -72 | 103 | 11 | 96 | 15 | 15 | 107
CCOC(=O)c1cc2oc(C(c3nnnn3C3CCCCC3)N3CCOCC3)cc2[nH]1 (stereo not given) | 20 | 100 | 98 | 100 | -14 | 97 | · | 99 | 38 | 9 | 103
C=CCN(CC=C)C(=S)Nc1cc(Cl)ccc1OC | 12 | 98 | 95 | 98 | -63 | 104 | · | 96 | 6 | 13 | 94
Cn1c(CC(=O)Nc2ccccc2C(F)(F)F)c(Sc2ccccc2)c2ccccc21 | 17 | 101 | 99 | 102 | -6 | 100 | -9 | 100 | 16 | 12 | 102
CCn1c(=O)c2cc(S(=O)(=O)NC3CCCCC3)ccc2n(CC)c1=O | 6 | 103 | 97 | 102 | -5 | 107 | · | 100 | 11 | -8 | 100
COc1cc(C(=O)N/C(=C\c2cn(S(=O)(=O)N(C)C)c3ccccc23)C(=O)NCCCO)cc(OC)c1OC | 15 | 99 | 108 | 102 | -2 | 99 | · | 104 | 9 | 15 | 107
Cc1cc(-c2nnc(CCC(=O)N(CC3CCC3)CC3CCCO3)o2)no1 (stereo not given) | 17 | 99 | 95 | 95 | -14 | 100 | 6 | 98 | 6 | -17 | 97
CCOCCCNC(=O)C(NC(=O)c1ccc(NC(C)=O)cc1)c1ccc(OC)cc1 (stereo not given) | 18 | 97 | 96 | 98 | -2 | 96 | · | 100 | 42 | 21 | 102
CCOC(=O)CCSc1nc(C)c2ccccc2n1 | 13 | 98 | 94 | 98 | -24 | 102 | 18 | 97 | 11 | -1 | 94

Among those listed so far, 3 contain a Cl atom:
SMILES | GSH fluor | Rab2 wt GTP | Rac1 act GTP bind | HRas wt GTP bind | Mcl1 Bid PPI | Rab7 wt GTP bind | Pf gamet viab | Cdc42 wt | Avidin fluor | Mcl1 Noxa PPI | Rac1 wt modul
O=C1c2cccc3cccc(c23)C(=O)N1CCN1CCN(CC(O)COCc2ccc(Cl)cc2)CC1 (stereo not given) | 8 | 100 | 98 | 101 | 16 | 98 | · | 104 | 4 | 35 | 104
CCOC(=O)c1c(NC(=O)Cn2nnc(-c3ccc(Cl)cc3)n2)sc(CC)c1C | 15 | 97 | 98 | 98 | -31 | 96 | · | 99 | 4 | -11 | 98
C=CCN(CC=C)C(=S)Nc1cc(Cl)ccc1OC | 12 | 98 | 95 | 98 | -63 | 104 | · | 96 | 6 | 13 | 94

The listing continues:
SMILES | GSH fluor | Rab2 wt GTP | Rac1 act GTP bind | HRas wt GTP bind | Mcl1 Bid PPI | Rab7 wt GTP bind | Pf gamet viab | Cdc42 wt | Avidin fluor | Mcl1 Noxa PPI | Rac1 wt modul
Cc1c[nH]c2cccc(OCC(O)CNC(C)(C)C)c12 (stereo not given) | 6 | 98 | 95 | 97 | -42 | 96 | -3 | 101 | 8 | -202 | 100
CCC(C)(C)n1nnnc1C(c1cc2ccc(OC)cc2[nH]c1=O)N1CCc2ccccc2C1 (stereo not given) | 34 | 97 | 99 | 97 | 3 | 97 | · | 97 | 14 | 11 | 101
Cc1ccc(S(=O)(=O)n2nc(OC(=O)C(C)(C)C)cc2N)cc1 | 15 | 103 | 102 | 105 | -7 | 105 | · | 105 | 12 | 17 | 109
COc1cc(C(=O)Nc2oc(-c3ccccc3)c(-c3ccccc3)c2C#N)cc(OC)c1OC | 24 | 93 | 93 | 96 | -6 | 96 | · | 95 | 11 | 16 | 97
COc1cc(NS(=O)(=O)c2ccc(NC(=S)NC(=O)c3sc4ccccc4c3Cl)cc2)ncn1 | 12 | 90 | 93 | 92 | -8 | 92 | · | 95 | 9 | 55* | 94
Cc1cccc(CSc2nnnn2-c2ccccc2)c1 | 25 | 96 | 96 | 96 | 6 | 102 | · | 96 | 16 | 16 | 100
COc1ccccc1-n1cnnc1SCC(=O)c1c[nH]c2ccccc12 | 6 | 101 | 100 | 101 | 0 | 100 | 4 | 101 | 4 | -7 | 106
N#C/C(=C\c1ccc(N2CCOCC2)o1)C(=O)NCCc1ccccc1 | 20 | 90 | 93 | 96 | -48 | 98 | · | 89 | 6 | -12 | 96
C#CCOc1ccc2c(C)cc(=O)oc2c1 | 13 | 96 | 97 | 96 | 12 | 95 | · | 96 | 41 | 24 | 93
CCO[C@H]1OC(C(=O)N2CCCCCCC2)=C[C@@H](C)[C@@H]1CCCO | 20 | 96 | 95 | 94 | -11 | 94 | -8 | 96 | 6 | -16 | 94
COc1ccc(CC(=O)Nc2sc(Cc3ccccc3)c(C)c2C(N)=O)cc1 | 24 | 98 | 99 | 100 | 8 | 96 | · | 100 | 37 | -1 | 103
Cc1ccc(S(=O)(=O)N2CCCCC2)cc1NC(=O)COC(=O)C1CC2C=CC1C2 (stereo not given) | 11 | 93 | 95 | 94 | -27 | 96 | -10 | 95 | 12 | 4 | 93
Cc1cccc(C)c1NC(=O)CC(NCc1ccco1)C(=O)O (stereo not given) | 25 | 99 | 95 | 97 | -7 | 99 | 0 | 99 | 18 | 0 | 96
O=C(C1CCN(S(=O)(=O)c2ccc(F)cc2)CC1)N1CC=C(c2ccccc2)CC1 | 30 | 99 | 97 | 99 | -8 | 99 | -10 | 102 | 4 | 8 | 100
CN(C)C=C1C(=O)c2ccccc2C1=O | 34 | 98 | 94 | 97 | -2 | 100 | -10 | 98 | 21 | 17 | 102
CCCSc1nnc2nc(C)cc(C)n12 | 20 | 103 | 98 | 101 | -6 | 103 | · | 104 | 8 | 8 | 104
COC(=O)C1=C(C)N(c2cc(C)cc(C)c2)/C(=C/c2ccc(O)cc2)C1=O | 10 | 96 | 95 | 98 | -17 | 92 | · | 101 | 13 | 19 | 100
CCN(CC)c1ccc(NC(=O)COC(=O)/C=C/c2nc3ccccc3s2)cc1 | 13 | 98 | 99 | 100 | -3 | 99 | -20 | 100 | 13 | 56* | 103
CCCn1c(N)c(C(=O)CN2CCc3ccccc3C2)c(=O)n(C)c1=O | 24 | 95 | 97 | 98 | 3 | 95 | 24 | 98 | 6 | 9 | 101
COc1ccccc1CNC(=O)C(C)NS(=O)(=O)c1ccccc1 (stereo not given) | 23 | 101 | 97 | 105 | -4 | 104 | · | 101 | 6 | 19 | 101
O=C(O)c1ccc2c(c1)N(Cc1ccccc1F)C(=O)c1ccccc1S2=O (stereo not given) | 26 | 100 | 99 | 102 | 5 | 103 | · | 101 | 7 | 25 | 103
O=C(CCN1CCCCCC1)Nc1cccc(F)c1 | 24 | 100 | 101 | 100 | 6 | 98 | -23 | 104 | 30 | 15 | 107
CCN1C(=O)/C(=C2/C(=O)N3c4c(cc(OC(C)=O)cc42)C(C)=CC3(C)C)SC1=S | 20 | 98 | 95 | 98 | -22 | 97 | · | 97 | 13 | 19 | 93
Cc1cc(C)nc(NS(=O)(=O)c2ccc(N/C=C/C(=O)c3ccc(Cl)cc3)cc2)n1 | 9 | 98 | 99 | 98 | -7 | 100 | -12 | 99 | 13 | -27 | 99
CCOC(=O)C1=C(C)NC(=O)NC1c1ccccc1 (stereo not given) | 17 | 100 | 98 | 101 | 2 | 98 | 14 | 102 | 10 | 0 | 105
COc1ccc(C(=O)NNC(=O)CN2CCN(c3nc(-c4ccccc4)cs3)CC2)cc1 | 8 | 96 | 98 | 97 | -19 | 99 | · | 101 | 11 | 8 | 100
Cc1nc(N2N=C3/C(=C/c4ccc(F)cc4)CCCC3C2c2ccc(F)cc2)sc1C(=O)N(C)C (stereo not given) | 56 | 101 | 99 | 102 | 9 | 103 | · | 103 | 9 | 13 | 107

In the list so far, these contain an NH in an aromatic ring:
SMILES | GSH fluor | Rab2 wt GTP | Rac1 act GTP bind | HRas wt GTP bind | Mcl1 Bid PPI | Rab7 wt GTP bind | Pf gamet viab | Cdc42 wt | Avidin fluor | Mcl1 Noxa PPI | Rac1 wt modul
CCOC(=O)c1cc2oc(C(c3nnnn3C3CCCCC3)N3CCOCC3)cc2[nH]1 (stereo not given) | 20 | 100 | 98 | 100 | -14 | 97 | · | 99 | 38 | 9 | 103
Cc1c[nH]c2cccc(OCC(O)CNC(C)(C)C)c12 (stereo not given) | 6 | 98 | 95 | 97 | -42 | 96 | -3 | 101 | 8 | -202 | 100
CCC(C)(C)n1nnnc1C(c1cc2ccc(OC)cc2[nH]c1=O)N1CCc2ccccc2C1 (stereo not given) | 34 | 97 | 99 | 97 | 3 | 97 | · | 97 | 14 | 11 | 101
COc1ccccc1-n1cnnc1SCC(=O)c1c[nH]c2ccccc12 | 6 | 101 | 100 | 101 | 0 | 100 | 4 | 101 | 4 | -7 | 106

Source: PubChem BioAssay

Outcome played no part in choosing rows (roughly 3% active in at least one column).
